Screens: PubChem, several laboratories
rCAG binder = binds r(CAG) RNA repeats | r(CAG) RNA repeat, TO-PRO-1 dye displacement fluorescence | inhibition, % at 3 µM | actives 1.3% (n = 370,000) | AID 651821;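 active means inhibition above the plate cutoff, the mean of all test compounds on that plate plus 3 SD, cut at about 35% in these data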;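 further: 0% = DMSO alone and 100% = 100 µM mitoxantrone as full dye displacement; higher means more dye released from RNA so lower well fluorescence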
NPR2 activator = GC-B (human) receptor activation | P20594 | HEK293-GC-B cells, CNP EC30, cGMP TR-FRET; 0% at EC30 CNP, 100% saturating CNP | activation, % at 10 µM | actives 0.11% (n = 370,000) | AID 1920062;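 active means activation at 10 µM reaching about 35% in either raw or pattern-adjusted values, limit read from the data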
ABHD4 inh = inhibits mouse alpha/beta hydrolase domain 4; inhibition, % at 8.92 µM; purified mABHD4, FP-Rh probe fluorescence polarization; AID 720543; actives 0.54% (n = 370,000); Q8VD66;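 active means inhibition exceeding the mean over every tested compound plus 3 SD, cut at about 30% in these data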;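 further: 0% = plate median of compound wells and 100% = S159A mutant with DMSO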
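Test system: mABHD4 protein; Read-out basis: % inhibition; Incubation: 45 min + 60 min at 25 °C; Repeats: single replicate; Technique: fluorescence polarization with parallel and perpendicular emission, 525/598 nm; Compound: 8.92 µM, single dose; Benchmarks: full inhibition S159A mutant plus DMSO, zero as sample-well median.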
PRMT1 inh = inhibitors of human PRMT1; Q99873; recombinant PRMT1, activity-based probe fluorescence polarization; inhibition, % at 2.79 µM; actives 1.3% (n = 370,000);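 active means inhibition above about 21% made by adding two undisclosed values, limit read from the data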
TDP2 absorb = TDP2 (human) inhibition, absorbance primary screen. actives 0.34% (n = 370,000). recombinant TDP2, T5PNP hydrolysis, p-nitrophenol absorbance 415 nm. O95551. AID 720702. inhibition, % at 12.8 µM;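 active means inhibition above the mean of all tested compounds plus 3 SD, set per campaign, cut at about 25% in these data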;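 further: 0% = DMSO with enzyme and 100% = buffer with substrate but no TDP2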
Target sequence (O95551 whole entry, looked up): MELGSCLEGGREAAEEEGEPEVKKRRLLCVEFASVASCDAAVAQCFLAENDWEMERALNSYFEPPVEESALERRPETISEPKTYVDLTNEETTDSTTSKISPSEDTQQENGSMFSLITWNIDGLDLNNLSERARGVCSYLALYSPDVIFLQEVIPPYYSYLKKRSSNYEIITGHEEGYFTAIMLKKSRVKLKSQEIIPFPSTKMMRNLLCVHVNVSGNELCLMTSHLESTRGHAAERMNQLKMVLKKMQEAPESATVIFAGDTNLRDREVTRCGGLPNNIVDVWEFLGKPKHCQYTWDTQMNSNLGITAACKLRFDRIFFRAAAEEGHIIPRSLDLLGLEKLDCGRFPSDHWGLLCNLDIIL
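Incubation: 2 h at 37 °C; Test system: recombinant human TDP2; Quantity: enzyme 120 nM; Read-out basis: percent inhibition; Medium: 50 mM Tris-HCl pH 7.5 with Mg2+, KCl, DTT, BSA; Repeats: single replicate; Compound: 12.8 µM single point, 1% DMSO; Signal: epi absorbance; Reagent: 5 mM T5PNP chromogenic substrate; Benchmarks: no-enzyme high, DMSO-plus-enzyme low.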
MBD2 DNA inh = MBD2-methylated oligo binding inhibition; AID 686964; inhibition, % at 4.4 µM; actives 0.31% (n = 370,000); TR-FRET, MBD2 binding to methylated oligonucleotide; in the data active means inhibition above about 13%
TCR-CD3 inh = blocks the human TCR-CD3 interaction | TAMRA-labeled TCR probe fluorescence, biochemical | inhibition, % at 9.4 µM | actives 0.37% (n = 360,000) | AID 651800; in the data active means inhibition above about 19%;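 further: recombinant mutant TCR 2C K166C tagged with TAMRA read by polarization; 0% = receptor in buffer alone and 100% = receptor with positive control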
LEDGF integ inh = blocks HIV-1 LEDGF/p75-dependent DNA integration; TR-FRET IN-LEDGF/p75 DNA integration, Eu/Cy5; inhibition, % at 3.7 µM; actives 0.64% (n = 370,000);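 active means inhibition above the screen-wide mean plus 3 SD, cut at about 13% in these data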;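 further: signal is the Cy5 over europium emission ratio at 671 and 618 nm; 0% = plate median of compound wells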
HTRA1 inhibitor = inhibitors of human serine peptidase HTRA1. recombinant HTRA1, FP-rhodamine activity-based probe, fluorescence polarization. Q92743. AID 504803. inhibition, % at 5.96 µM. actives 0.5% (n = 340,000); in the data active means inhibition above about 36%;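 further: 0% = enzyme with DMSO and 100% = wells lacking enzyme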
SIAE inh = inhibitors of human sialic acid acetylesterase SIAE. Q9HAT2. SIAE FP-Rh probe binding, fluorescence polarization. inhibition, % at 9.66 µM. actives 0.69% (n = 370,000);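 active means inhibition above a cutoff: mean of compounds within the control limits plus 3 SD of those, cut at about 17% in these data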;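 further: 0% = plate median of compound wells and 100% = probe without SIAE protein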
Target sequence (Q9HAT2 whole entry, looked up): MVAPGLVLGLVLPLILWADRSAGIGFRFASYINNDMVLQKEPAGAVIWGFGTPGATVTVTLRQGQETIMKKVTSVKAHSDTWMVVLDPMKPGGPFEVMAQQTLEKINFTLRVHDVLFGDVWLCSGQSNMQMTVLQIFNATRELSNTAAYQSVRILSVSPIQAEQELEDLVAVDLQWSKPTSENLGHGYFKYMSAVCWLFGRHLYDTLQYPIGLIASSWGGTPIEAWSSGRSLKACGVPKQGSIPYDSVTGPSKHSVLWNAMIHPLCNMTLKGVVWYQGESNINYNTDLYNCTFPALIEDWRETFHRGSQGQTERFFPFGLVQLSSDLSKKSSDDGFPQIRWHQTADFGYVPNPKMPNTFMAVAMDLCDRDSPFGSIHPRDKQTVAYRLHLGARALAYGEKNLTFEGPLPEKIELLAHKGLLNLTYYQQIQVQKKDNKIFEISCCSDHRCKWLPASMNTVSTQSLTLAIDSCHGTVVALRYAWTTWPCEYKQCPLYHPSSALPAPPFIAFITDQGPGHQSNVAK
Numbers without * were called inactive; / = no result given. These rows are one share of the data. The share of hits here may be higher or lower than overall.

cpd	SMILES	rCAG binder	NPR2 activator	ABHD4 inh	PRMT1 inh	TDP2 absorb	MBD2 DNA inh	TCR-CD3 inh	LEDGF integ inh	HTRA1 inhibitor	SIAE inh
1	O=C(CN1CCCCC1)c1ccc(F)cc1	-2	6	6	0	3	1	6	1	8	0
2	CN(N)N=Nc1nc2c([nH]1)c(=O)n(C)c(=O)n2C	2	5	1	-2	19	0	9	0	5	14
3	O=C1CC=C2C3CC4N(CCC45c4cc(O)c(O)cc4N1C25)CC3=CCBr (stereo not drawn)	15	-7	20	16	6	15*	50*	62*	11	4
4	CCOC(=O)CSCCOc1ccc(C=C2C(=O)NC(=O)NC2=O)cc1OC	-2	0	-7	6	10	-10	4	1	/	4
5	Cc1cccc(N2CCN(CCc3ccccc3)CC2)c1C	-4	0	1	1	6	-5	1	-2	-5	1
6	O=C(C(=O)N1CCOCC1)c1cn(Cc2ccc(F)cc2)c2ccccc12	-1	-3	5	1	-3	1	8	-1	-4	-3
7	COC1=CC(=O)OC(/C=C/c2ccccc2)C1 (stereo not drawn)	3	-5	-9	-4	-19	-1	0	7	-1	-4
8	CC(C)c1ccc(OCC(=O)N2CCN(C)CC2)c(Br)c1	-5	4	-2	-1	1	-4	3	3	-1	-4
9	CCCCn1c(=O)c(C(=O)Nc2ccccc2N)c(O)c2ccccc21	5	6	3	4	-1	3	-9	3	40*	-11
10	CCC1=Nc2cc(C(=O)N3CCC4(CC3)OCCO4)ccc2Sc2ccc(C)cc21	-2	3	21	-2	-8	21*	5	3	-22	2
11	Cc1ccc(N2C(=O)NC(=O)/C(=C\c3cc(C)n(-c4cc(C(=O)O)cc(C(=O)O)c4)c3C)C2=O)cc1	11	3	6	7	-8	-1	-2	36*	-7	8
12	Cc1ccc(-[n+]2c(Cc3nn(-c4ccccc4)c(C)[n+]3-c3ccc(C)cc3)nn(-c3ccccc3)c2C)cc1	9	0	1	2	2	3	-2	0	4	10
13	C#CCOc1cc(C2C3=C(COC3=O)Nc3cc4c(cc32)OCO4)ccc1OC (stereo not drawn)	3	-9	-5	3	-14	2	-5	1	8	3
14	CN1C2CCC1C(C(=O)O)C(O)C2 (stereo not drawn)	-2	-2	-1	6	7	-1	-4	-3	4	-5
15	CCC(=O)OC1CCC2C3CCC4CC(=O)C=CC4(C)C3CCC12C (stereo not drawn)	1	-2	-11	2	0	9	-8	-1	-10	-1
16	COC(=O)c1ccc(N2CCN(C)CC2)c([N+](=O)[O-])c1	-1	4	-2	2	4	1	3	-8	-3	-4
17	CCCCN1C(=O)NC(=O)C2(Cc3cc(C)ccc3N(C)C2)C1=O (stereo not drawn)	-2	5	-9	-1	5	2	-6	2	2	5
18	Cc1cccc(OP(=O)(NCc2ccccc2)Oc2cccc(C)c2)c1	-9	-1	-9	0	-11	0	-1	-2	-87	2
19	CC1(C)OC(c2ccccc2)=C/C(=C/C=C2C(=O)NC(=O)NC2=O)O1	-102	-11	-244	-25	-7	-18	-89	10	-179	-148
20	CN(C)S(=O)(=O)c1cc(NC(=O)C[N+]23CCN(CC2)CC3)ccc1Cl	3	1	8	-1	2	3	-2	-3	6	-2
21	Nc1c(C(=O)NCCN2CCOCC2)c2nc3ccccc3nc2n1Cc1ccccc1	7	-3	6	-2	6	2	6	-2	-15	-4
22	COc1ccc(F)cc1C(=O)C1CCCN(Cc2cnc(C)s2)C1 (stereo not drawn)	0	5	5	-3	-2	8	-1	3	4	-2
23	C=CCn1c(O)c(/C=N/NC(=O)CCCC)c(=O)[nH]c1=S	2	-5	7	-6	-4	-2	-1	2	-3	-5
24	CCCCCCn1c(=O)c(C(=O)Nc2nc(CC(=O)OCC)cs2)c(O)c2ccccc21	2	1	-12	2	-5	7	-3	4	3	-12
25	CCOC(=O)C1(CCc2ccccc2)CCN(C2CCSCC2)CC1	-8	-3	-3	-5	4	-3	-1	6	-2	5

Part of the list above, with values under each structure:
Below each compound: rCAG binder | NPR2 activator | ABHD4 inh | PRMT1 inh | TDP2 absorb | MBD2 DNA inh | TCR-CD3 inh | LEDGF integ inh | HTRA1 inhibitor | SIAE inh
17) CCCCN1C(=O)NC(=O)C2(Cc3cc(C)ccc3N(C)C2)C1=O (stereo not drawn)
 : -2 | 5 | -9 | -1 | 5 | 2 | -6 | 2 | 2 | 5
18) Cc1cccc(OP(=O)(NCc2ccccc2)Oc2cccc(C)c2)c1
 : -9 | -1 | -9 | 0 | -11 | 0 | -1 | -2 | -87 | 2

Single values from the results shown.
compound 13 | SIAE inh = 3
compound 25 | HTRA1 inhibitor = -2

Other entries follow:
cpd	SMILES	rCAG binder	NPR2 activator	ABHD4 inh	PRMT1 inh	TDP2 absorb	MBD2 DNA inh	TCR-CD3 inh	LEDGF integ inh	HTRA1 inhibitor	SIAE inh
26	Cc1cc(=O)oc2cc(OCC(=O)N3CCN(Cc4ccc5c(c4)OCO5)CC3)ccc12	-5	-8	3	3	-3	5	-1	-3	0	-2
27	O=C(Cc1ccccc1)N1CCN(Cc2cccc(Br)c2)CC1	-10	3	12	2	5	3	-1	-1	-1	1
28	CN(C)c1ccc(NC(=O)CN2C(=O)CN=C(c3ccccc3)c3ccccc32)cc1	2	-1	4	-1	-1	-1	-6	-2	11	-5
29	Cc1ccc(C2CC(=O)C(C=NCCN3CCN(C(=O)Cc4ccccc4)CC3)=C(O)C2)cc1 (stereo not drawn)	-6	4	-1	-1	8	-2	3	-2	5	1
30	Cc1ccc(OC(=O)N(C)C[C@H]2OCc3cnnn3CCCC(=O)N([C@@H](C)CO)C[C@H]2C)cc1	0	2	3	0	2	6	-2	0	3	3
31	COc1cc2c(cc1OC)C(C(=O)N(C)C1CCCCC1)C1CCCCN1C2=O (stereo not drawn)	-7	0	6	-3	4	2	5	-1	-8	-1
32	COc1ccc(C(CNC(=O)c2ccc3c(c2)CCC3)N(C)C)cc1 (stereo not drawn)	-5	0	-2	5	-5	3	1	0	2	2
33	O=C(Nc1cccnc1)c1c(O)c2c(n(Cc3ccccc3)c1=O)CCCC2	2	2	2	-1	1	1	3	0	-7	-9
34	CN(C)C(=Nc1ccccc1)P(=S)(N(C)C)N(C)C	-2	2	-2	1	-7	-2	-2	-6	0	2
35	COc1ccc(P2(=O)Nc3ccccc3N2)cc1	7	0	9	-2	2	2	3	2	4	15
36	O=c1[nH]c(=S)n(Cc2ccco2)c(O)c1C=NCc1cccs1	8	0	10	6	-2	0	12	8	-13	-10
37	C#C[C@@]1(O)CCC2C3CCC4=C/C(=N/OCC(=O)NC(C(=O)NC(CC(C)C)C(=O)O)C(C)C)CC[C@]4(C)C3CC[C@@]21C (stereo partly drawn)	12	-3	-6	2	-6	2	1	-4	-2	-6
38	O=C(c1ccc(N2CCCCCC2)c([N+](=O)[O-])c1)N1CCC2(CC1)OCCO2	-6	0	3	-1	1	2	-5	4	0	-3
39	CCN1CCOC(c2ccccc2)C1 (stereo not drawn)	1	4	-3	-2	-3	2	1	0	0	-1
40	CCCC(C)C1(CC)C(=O)NC(=Nc2ccccc2OC)NC1=O (stereo not drawn)	5	3	1	-1	-10	-4	-2	4	2	2
41	CN1CCC(N(C)c2nc(-c3ccccc3)nc3ccccc23)CC1	-5	-5	6	1	2	0	5	1	-15	3
42	COc1c(O)ccc2c1-c1c3c(cc4c1C(C2)N(C)CC4)OCO3 (stereo not drawn)	-1	0	10	-4	-6	2	8	-1	1	1
43	CCOc1ccccc1CN1C2CCC1CC(c1ccc(C)cc1)C2 (stereo not drawn)	3	-10	0	0	-5	3	-7	-11	12	3
44	CCOC(=O)CC1c2ccccc2-n2nncc2CN1C (stereo not drawn)	2	1	10	2	-7	-3	14	-1	-2	0
45	O=C(CCCN1CCC2(CC1)C(=O)NCN2c1ccccc1)c1ccc(F)cc1	0	-4	5	-2	4	1	6	-2	3	-4
46	COc1ccc(C(CC(=O)N2CCC3(CC2)OCCO3)NS(=O)(=O)c2ccc(C)cc2)cc1 (stereo not drawn)	1	3	-13	3	-6	7	5	-2	-4	-11
47	O=C(Cc1ccccc1)OCc1ccccc1	-2	0	3	6	9	-3	3	2	1	-2
48	Oc1ccc(Cl)cc1	0	2	3	-3	-1	1	-5	-1	4	6
49	O=C(COC(=O)Cc1ccccc1)NC(=O)NC1CCCCC1	-12	5	2	-3	6	-3	8	-2	36*	3
50	O=[N+]([O-])c1ccc(O)c([N+](=O)[O-])c1	2	-1	-13	-3	-11	-3	-9	4	-1	7

cpd	SMILES	rCAG binder	NPR2 activator	ABHD4 inh	PRMT1 inh	TDP2 absorb	MBD2 DNA inh	TCR-CD3 inh	LEDGF integ inh	HTRA1 inhibitor	SIAE inh
51	COc1cc(OC)cc(-n2nc(C(=O)N3CCC4(CC3)OCCO4)c3ccccc3c2=O)c1	-6	-2	2	3	7	-3	-5	6	-2	0
52	CC(=NCCCN1CCOCC1)c1c(O)n(-c2ccccc2C)c(=O)[nH]c1=O	-1	9	-7	-2	1	-2	-5	1	1	5
53	O=C(O)CN1C(=O)CN=C(c2ccccn2)c2cc(Cl)ccc21	1	5	1	6	-4	1	-9	-7	5	-4
54	C[C@]12CCC3C(CC[C@H]4C[C@@H](O)CC[C@]34C)C1CC[C@@H]2O (stereo partly drawn)	1	0	-5	6	-3	4	-9	-2	-4	-1
55	O=C(NCCCN1CC1)Nc1cccc2ccccc12	6	1	2	2	-8	-1	-6	-7	-6	-1
56	Cc1nn(Cc2ccccc2)c(C)c1C(=O)NC1CCCc2ccccc21 (stereo not drawn)	-9	7	10	-2	5	4	3	1	3	0
57	COC(=O)C1=C(c2cccc(C#N)c2)C[C@@H]2CC[C@H]1N2C(=O)NCCc1ccccc1	-9	0	2	-2	-6	-8	1	-7	3	-1
